# Source: PubChem (The Scripps Research Institute Molecular Screening Center)
# ARFGAP1 inh – inhibits rat ARF GTPase activating protein 1; inhibition, % at 16.5 µM; actives 0.26% (n = 360,000); Q62848; AID 651572; Arfgap1-stimulated ARF1 GTP hydrolysis, GDP FP detection;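 active means inhibition above a per-plate limit, mean inhibition of low control wells plus 3 SD, cut at about 25% in these data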;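 further: 0% = DMSO wells with enzyme and 100% = wells lacking Arfgap1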
#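 Replicates: Single well per compound | Assay system: Truncated rat Arfgap1 GAP domain | Control set: No-Arfgap1 wells (100%) versus DMSO full-reaction wells (0%) | Times: Enzyme reaction 120 min at 25 °C after 20 min preincubation | Reagent: Human ARF1(Δ1-17)-GTP substrate | Measured by: Tracer-displacement fluorescence polarization with EDTA stop, 620/688 nm | Measure: Percent inhibition of Arfgap1-stimulated GTP hydrolysis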
# PLCg1 inh – PLC-gamma1 (human) inhibition, primary screen. P19174. purified PLC-gamma1, fluorogenic substrate, fluorescence. inhibition, % at 12.2 µM. actives 0.84% (n = 370,000). AID 720700; in the data active means inhibition above about 9.5%
# ASAP1 GAP inh – inhibitors of human ASAP1 ArfGAP activity; Q9ULH1; ASAP1-stimulated ARF1 GTP hydrolysis, GDP FP detection; inhibition, % at 16.5 µM; actives 0.19% (n = 360,000); AID 624377; in the data active means inhibition above about 25%;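 further: 0% = vehicle with enzyme and substrate and 100% = no enzyme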
# Target sequence (Q9ULH1 325-724 limits assumed): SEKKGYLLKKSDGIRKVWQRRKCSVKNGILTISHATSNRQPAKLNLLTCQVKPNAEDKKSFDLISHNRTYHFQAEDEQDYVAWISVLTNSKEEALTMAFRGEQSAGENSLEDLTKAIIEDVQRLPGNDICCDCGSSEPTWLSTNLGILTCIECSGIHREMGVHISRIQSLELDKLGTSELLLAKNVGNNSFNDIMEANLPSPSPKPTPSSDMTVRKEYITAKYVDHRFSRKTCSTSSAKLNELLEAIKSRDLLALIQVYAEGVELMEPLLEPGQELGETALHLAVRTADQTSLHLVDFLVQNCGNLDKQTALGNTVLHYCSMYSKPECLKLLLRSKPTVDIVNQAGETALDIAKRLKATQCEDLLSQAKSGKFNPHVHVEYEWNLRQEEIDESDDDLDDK
# ADAM17 inh – inhibits human ADAM17; P78536; recombinant ADAM17, EDANS/DABCYL FRET peptide cleavage; inhibition, % at 6.95 µM; actives 0.83% (n = 370,000); AID 720648;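 active means inhibition above the mean of compounds lying between control limits plus 3 SD, set per campaign, cut at about 8.5% in these data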;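 further: 0% = DMSO-only wells as the low control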
# MBD2 DNA inh – inhibitors of human MBD2 binding to methylated oligonucleotide | TR-FRET | inhibition, % at 4.4 µM | actives 0.31% (n = 370,000) | AID 686964; in the data active means inhibition above about 13%
# KLK7 zymogen act – proKLK7 (human) activation, primary screen. AID 652039. activation, % at 7 µM. purified proKLK7, EDANS-DABCYL substrate fluorescence; 100% is mature enzyme control, 0% vehicle. actives 0.9% (n = 370,000);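 active means activation above the mean of all tested compounds plus 3 SD, computed per campaign excluding outliers beyond control limits, cut at about 13% in these data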
# Target sequence (P49862 whole entry, looked up): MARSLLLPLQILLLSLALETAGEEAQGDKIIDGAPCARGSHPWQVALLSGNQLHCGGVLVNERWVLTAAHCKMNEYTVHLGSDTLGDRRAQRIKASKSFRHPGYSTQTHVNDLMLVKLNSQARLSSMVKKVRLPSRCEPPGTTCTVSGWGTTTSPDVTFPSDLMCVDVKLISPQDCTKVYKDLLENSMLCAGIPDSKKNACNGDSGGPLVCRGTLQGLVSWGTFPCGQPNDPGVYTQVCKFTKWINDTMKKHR
# Tn6 DDE FP – inhibitors of Tn6 peptide binding to human fibrin DD(E); actives 0.21% (n = 370,000); P02675; Fibrin DD(E) TRITC-Tn6 fluorescence polarization displacement; inhibition, % at 8.3 µM;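 active means inhibition above a per-campaign cutoff: mean of compounds within control limits plus 3 SD, cut at about 15% in these data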;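 further: 0% = median of all compound wells on the plate and 100% = blocking peptide control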
# UHRF1 binding – blocks human UHRF1 binding to methylated DNA; actives 0.75% (n = 370,000); inhibition, % at 4.4 µM; Q96T88; UHRF1 binding to methylated oligo, TR-FRET; AID 687016; in the data active means inhibition above about 21%;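 further: UHRF1 SRA domain binding a hemimethylated CpG hairpin DNA probe; 0% = median of test compound wells and 100% = reference inhibitor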
# Tn7 DDE FP – inhibitors of Tn7 peptide binding to human fibrin DD(E); FP displacement of FITC-Tn7 peptide from fibrin DD(E); 0% = median of compound wells per plate; actives 0.13% (n = 370,000); AID 720508; inhibition, % at 8.3 µM;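 active means inhibition above the mean of compounds falling within the control limits plus 3 SD of them, cut at about 14% in these data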;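 further: 0% = plate median of compound wells and 100% = 10 µM Aha-Tn7 peptide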
#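 System: human fibrin DD(E); quantity: Fibrin-DD(E) at 2 µM final; also added: fluorescent Tn7 probe at 0.1 µM; compound dosing: single nominal test concentration of 8.3 µM per compound; schedule: 10 min preincubation, 3 h with tracer, room temperature; detection: fluorescence polarization of the labelled Tn7 tracer; repeats: one replicate per compound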
# PLC-beta3 inh – inhibitors of human phospholipase C beta3. Purified PLC-beta3, fluorogenic substrate, fluorescence. inhibition, % at 12.2 µM. actives 0.18% (n = 370,000). AID 720704; in the data active means inhibition above about 11%;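 further: 0% = median of compound wells on plate and 100% = full blocker control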
# * marks the source's active call; other numbers are inactive results.
SMILES,ARFGAP1 inh,PLCg1 inh,ASAP1 GAP inh,ADAM17 inh,MBD2 DNA inh,KLK7 zymogen act,Tn6 DDE FP,UHRF1 binding,Tn7 DDE FP,PLC-beta3 inh
CCOC(=O)C1CCN(CC(=O)Nc2c(C(=O)OC)n(C)c3cccc(C)c23)CC1,2,-6,3,-1,-5,0.5,9,-2,-2,-7
O=C(NCc1cccs1)C1CC(=O)N(c2ccc(Cl)cc2)C1 (stereo unspecified),0,4,-7,-2,-1,0.2,-2,-1,-4,-2
COc1ccc(/C=N/n2cnn(Cc3ccccc3Cl)c2=S)cc1,0,0,-6,1,3,-0.2,1,-1,0,5
O=C(Cn1nc(-c2ccc(Cl)cc2)ccc1=O)NCc1ccc2c(c1)OCO2,2,-1,1,0,1,-0.7,-3,-2,-4,-3
Cc1ccc(C2SCC(=O)N2Cc2cn3ccsc3n2)o1 (stereo unspecified),9,0,-3,0,-5,0.4,1,-5,3,-1
CCOc1ccc(NC(=O)Nc2nc3ccc(S(C)(=O)=O)cc3s2)cc1,3,0,0,-5,1,0.0,-11,-4,2,-9
CCCNC(=O)CCC(=O)Nc1ncc(-c2ccc(C)cc2)n1C,-3,-2,-5,-2,-1,0.0,-8,0,-3,0
CCC(C)C(NC(N)=O)C(=O)Nc1ccc(C)c(Cl)c1 (stereo unspecified),5,1,-3,0,0,0.4,3,1,7,-4
O=C(CNS(=O)(=O)c1cccs1)N1CCc2ccccc2C1,3,-1,12,-1,1,-0.2,0,0,-3,1
CC(=O)c1cccc(NC(=O)COc2ccccc2)c1,-3,1,-10,-5,4,-0.3,1,6,-1,-1
O=S(=O)(NC1CCCCCCC1)c1ccc(F)cc1,-1,-1,-13,-5,-6,0.0,-1,0,-2,-2
O=[N+]([O-])c1ccccc1S(=O)(=O)Nc1cccc2cccnc12,-8,3,7,1,7,-0.4,7,-1,-1,-5
Cc1ccc(C(=O)N2CCN(c3ccccc3F)CC2)cc1S(=O)(=O)N1CCOCC1,8,2,-11,1,-7,-0.5,-5,0,1,1
O=C(Nc1ccccc1C(=O)O)c1cccc(NC(=O)c2ccco2)c1,5,3,6,0,-4,-0.5,-2,3,4,-2
Cc1cc(-c2ccco2)n(CC(=O)NCc2ccco2)n1,10,-3,-4,-1,-1,-0.6,-1,0,6,-4
COC(=O)[C@@]12C[C@@H](CC(=O)NCc3ccc(OC)c(OC)c3)C(=O)N(Cc3cccc4ccccc34)C1=CCC(C)(C)C2,5,3,1,4,4,0.3,-10,1,2,-2
O=C(Nc1ccc(F)cc1)N1CCCCCC1,12,0,-3,2,-5,0.2,-2,2,-5,-3
O=C1Cc2cc(S(=O)(=O)Nc3ccc(F)cc3Cl)ccc2N1,7,-3,16,-5,9,-0.5,-3,5,-6,-9
CC(C)OP(=O)(c1ccc(N(C)C)cc1)C(Nc1ccccc1)c1cccnc1 (stereo unspecified),12,-3,12,2,-6,0.6,3,-2,3,1
O=C(COC(=O)C1CCN(c2ccc(C(F)(F)F)cn2)CC1)c1ccccc1Cl,-6,-7,0,2,2,0.7,3,2,-2,-2
O=C(Cc1cccs1)N/N=C\c1ccc([N+](=O)[O-])s1,-3,-3,6,0,0,0.5,11,2,8,-4

# Entries of single compounds from above. Order of values: ARFGAP1 inh | PLCg1 inh | ASAP1 GAP inh | ADAM17 inh | MBD2 DNA inh | KLK7 zymogen act | Tn6 DDE FP | UHRF1 binding | Tn7 DDE FP | PLC-beta3 inh
# Cc1ccc(C2SCC(=O)N2Cc2cn3ccsc3n2)o1 (stereo unspecified) across the screens: 9 | 0 | -3 | 0 | -5 | 0.4 | 1 | -5 | 3 | -1
# O=C(Nc1ccc(F)cc1)N1CCCCCC1 across the screens: 12 | 0 | -3 | 2 | -5 | 0.2 | -2 | 2 | -5 | -3

# A different layout for some results above.
ARFGAP1 inh | PLCg1 inh | ASAP1 GAP inh | ADAM17 inh | MBD2 DNA inh | KLK7 zymogen act | Tn6 DDE FP | UHRF1 binding | Tn7 DDE FP | PLC-beta3 inh | SMILES
5 | 3 | 1 | 4 | 4 | 0.3 | -10 | 1 | 2 | -2 | COC(=O)[C@@]12C[C@@H](CC(=O)NCc3ccc(OC)c(OC)c3)C(=O)N(Cc3cccc4ccccc34)C1=CCC(C)(C)C2
12 | 0 | -3 | 2 | -5 | 0.2 | -2 | 2 | -5 | -3 | O=C(Nc1ccc(F)cc1)N1CCCCCC1
12 | -3 | 12 | 2 | -6 | 0.6 | 3 | -2 | 3 | 1 | CC(C)OP(=O)(c1ccc(N(C)C)cc1)C(Nc1ccccc1)c1cccnc1 (stereo unspecified)
5 | 3 | 6 | 0 | -4 | -0.5 | -2 | 3 | 4 | -2 | O=C(Nc1ccccc1C(=O)O)c1cccc(NC(=O)c2ccco2)c1
8 | 2 | -11 | 1 | -7 | -0.5 | -5 | 0 | 1 | 1 | Cc1ccc(C(=O)N2CCN(c3ccccc3F)CC2)cc1S(=O)(=O)N1CCOCC1
-3 | -3 | 6 | 0 | 0 | 0.5 | 11 | 2 | 8 | -4 | O=C(Cc1cccs1)N/N=C\c1ccc([N+](=O)[O-])s1
